Ecoli viability: reduces bacterial viability in AddAB counter-screen | AID 449728 | inhibition, % at 11.9 µM | E. coli V3065 growth, OD600 absorbance, 18 h | 0.27% of 330,000 active;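 active = inhibition above the campaign's mean inhibition across all tested compounds plus 3 SD, cut at about 9.9% in these data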;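 note: uninfected addAB+ strain grown without phage in ampicillin broth; 0% = DMSO wells and 100% = ciprofloxacin 0.95 µg/ml wells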
Rtt109 HAT inh: blocks Candida albicans Rtt109/Vps75 acetyltransferase activity. Q5AAJ8. purified Rtt109/Vps75, ThioGlo CoA-SH fluorescence, 4 h. inhibition, % at 34.9 µM. 0.16% of 330,000 active. AID 540336;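 active = inhibition of at least 50% in every replicate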
Target sequence (Q5AAJ8 whole entry, looked up): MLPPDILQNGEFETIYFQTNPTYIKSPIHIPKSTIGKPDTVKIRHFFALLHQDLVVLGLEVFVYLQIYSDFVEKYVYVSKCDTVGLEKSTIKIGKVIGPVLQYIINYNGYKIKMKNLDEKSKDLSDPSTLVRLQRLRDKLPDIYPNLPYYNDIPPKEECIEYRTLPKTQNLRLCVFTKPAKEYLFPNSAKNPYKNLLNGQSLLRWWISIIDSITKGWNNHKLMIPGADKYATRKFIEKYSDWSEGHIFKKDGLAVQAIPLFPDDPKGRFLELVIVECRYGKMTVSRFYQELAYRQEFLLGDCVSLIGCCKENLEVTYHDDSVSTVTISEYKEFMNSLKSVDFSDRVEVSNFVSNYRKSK
DAGLB inh: blocks human DAGLB lipase activity; Q8NCG7; HEK293T DAGLB membrane lysate, EnzChek fluorogenic substrate; inhibition, % at 5.17 µM; 0.059% of 340,000 active; AID 504411; in the data active = inhibition above about 34%;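 note: 0% = enzyme with vehicle and 100% = wells lacking enzyme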
Target sequence (Q8NCG7 whole entry, looked up): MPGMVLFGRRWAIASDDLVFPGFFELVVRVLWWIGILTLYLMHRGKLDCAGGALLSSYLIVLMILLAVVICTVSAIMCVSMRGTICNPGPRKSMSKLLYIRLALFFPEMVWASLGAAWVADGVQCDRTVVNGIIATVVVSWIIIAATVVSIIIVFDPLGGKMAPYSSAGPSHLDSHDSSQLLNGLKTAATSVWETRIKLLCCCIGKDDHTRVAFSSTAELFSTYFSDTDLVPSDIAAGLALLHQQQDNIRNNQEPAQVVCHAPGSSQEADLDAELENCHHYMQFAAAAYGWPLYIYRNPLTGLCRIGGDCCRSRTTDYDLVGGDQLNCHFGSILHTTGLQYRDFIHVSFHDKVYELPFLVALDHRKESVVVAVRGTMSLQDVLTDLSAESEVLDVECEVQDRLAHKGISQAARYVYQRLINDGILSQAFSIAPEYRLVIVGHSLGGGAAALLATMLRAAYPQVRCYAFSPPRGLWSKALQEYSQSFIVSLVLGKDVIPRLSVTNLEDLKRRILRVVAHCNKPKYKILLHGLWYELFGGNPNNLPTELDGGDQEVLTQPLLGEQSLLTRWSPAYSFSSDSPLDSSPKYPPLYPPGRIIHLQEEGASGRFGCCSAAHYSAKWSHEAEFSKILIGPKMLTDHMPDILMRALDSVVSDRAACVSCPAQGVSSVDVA
phage Ecoli inh: E. coli growth loss with phage present; growth absorbance; inhibition, % at 11.9 µM; 0.26% of 360,000 active; AID 651602; in the data active = inhibition above about 11%
PfHsp90 set2: inhibits growth of yeast expressing Plasmodium falciparum Hsp90; S. cerevisiae expressing PfHsp90, BacTiter-Glo ATP, 48 h; yeast lacking PDR1 and PDR3 efflux regulators; inhibition, % at 9.4 µM; 0.32% of 310,000 active; AID 504621;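 active = every replicate shows inhibition above about 80%, whatever the replicate mean, limit read from the data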;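 note: 0% = DMSO neutral controls and 100% = 20 µM radicicol positive controls; yeast relying on Plasmodium falciparum Hsp90 in place of its own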
AddAB inh: less growth of phage-infected E. coli with AddAB. AID 435030. E. coli expressing H. pylori AddAB, absorbance growth. inhibition, % at 11.9 µM. 0.29% of 330,000 active; in the data active = inhibition above about 12%;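 note: 0% = vehicle wells of infected cells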
Wnt act: activates Wnt/beta-catenin signaling in a reporter cell assay; activator, plate reader; activation, % at 9.35 µM; 1.2% of 300,000 active; AID 743398; in the data active = activation above about 30%, passing the limit was not always enough;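 note: 0% = neutral control wells and 100% = positive control wells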
Tat export inh: inhibitors of E. coli Tat protein transport; E. coli MC4100 TorA-mCherry Tat export, fluorescence; inhibition, % at 10 µM; 0.036% of 340,000 active; AID 488895;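 active = mean replicate inhibition at least 50% and at least half of replicates individually reaching 50%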;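 note: exported cargo escapes ClpAP degradation while cytoplasmic cargo is degraded and loses fluorescence; 0% = median of neutral control wells and 100% = median of NaSCN control wells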
PvdQ inh: P. aeruginosa PvdQ acylase inhibition. purified PvdQ acylase, fluorescence plate reader. inhibition, % at 10 µM. 0.063% of 340,000 active. AID 488965; in the data active = inhibition above about 30%, passing the limit was not always enough;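 note: 0% = vehicle neutral wells and 100% = reference inhibitor wells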
CAL PDZ FP: inhibitors of human CAL PDZ peptide binding; Q9HD26; purified CAL PDZ, TMR-peptide fluorescence polarization, 1 h; inhibition, % at 20 µM; 0.02% of 330,000 active; AID 504414;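 active = highest replicate inhibition of at least 40%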;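 note: plate controls were DMSO neutral control wells for no effect and unlabeled competitor peptide control wells for full effect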
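material = purified tagged CAL PDZ domain construct (CerCALP) | buffer or medium = sodium phosphate/NaCl buffer pH 7.4 with TCEP, IgG, Thesit | reagent = TMR-labelled reporter peptide T*-PRC34 bound in PDZ groove | incubation = 1 h room-temperature incubation prior to read | measured by = fluorescence polarization (mP) | evaluation = percent inhibition from loss of millipolarization | control set = unlabelled peptide and DMSO controls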
An asterisk follows results filed as active; · = no result given.

Start of the data: the first 6 compounds (preview)
SMILES	Ecoli viability	Rtt109 HAT inh	DAGLB inh	phage Ecoli inh	PfHsp90 set2	AddAB inh	Wnt act	Tat export inh	PvdQ inh	CAL PDZ FP
CS(=O)(=O)N(CC(O)Cn1c2ccccc2c2ccccc21)c1ccccc1 (stereo unspecified)	-0.7	23	0	2.8	2	-0.6	·	11	-9	-0.9
CC(C)(C=O)C1=CC(=O)c2ccccc2C1=O	-0.3	-2	-2	2.5	106*	2.8	·	0	5	0.3
O=S(=O)(Nc1ccc(-c2ccc3nncn3n2)cc1)c1cccc(F)c1	0.2	-1	0	0.5	·	-0.3	-1	-7	-4	-2.5
C1=CC2c3ccccc3NC(c3ccncc3)C2C1 (stereo unspecified)	-2.6	2	4	0.8	3	-2.8	·	0	-2	-0.2
C/C(N)=C(/C#N)C(=O)COC(=O)CCC1CCCC1	1.6	-4	-2	2.5	6	2.6	-6	2	-10	-1.3
O=S(=O)(c1ccc(Cl)c(C(F)(F)F)c1)N1CCN(CC(O)COCC2CCCO2)CC1 (stereo unspecified)	-0.1	4	-1	2.0	-11	-0.1	·	-5	-11	0.9

This part in full, repeating the preview:
SMILES	Ecoli viability	Rtt109 HAT inh	DAGLB inh	phage Ecoli inh	PfHsp90 set2	AddAB inh	Wnt act	Tat export inh	PvdQ inh	CAL PDZ FP
CS(=O)(=O)N(CC(O)Cn1c2ccccc2c2ccccc21)c1ccccc1 (stereo unspecified)	-0.7	23	0	2.8	2	-0.6	·	11	-9	-0.9
CC(C)(C=O)C1=CC(=O)c2ccccc2C1=O	-0.3	-2	-2	2.5	106*	2.8	·	0	5	0.3
O=S(=O)(Nc1ccc(-c2ccc3nncn3n2)cc1)c1cccc(F)c1	0.2	-1	0	0.5	·	-0.3	-1	-7	-4	-2.5
C1=CC2c3ccccc3NC(c3ccncc3)C2C1 (stereo unspecified)	-2.6	2	4	0.8	3	-2.8	·	0	-2	-0.2
C/C(N)=C(/C#N)C(=O)COC(=O)CCC1CCCC1	1.6	-4	-2	2.5	6	2.6	-6	2	-10	-1.3
O=S(=O)(c1ccc(Cl)c(C(F)(F)F)c1)N1CCN(CC(O)COCC2CCCO2)CC1 (stereo unspecified)	-0.1	4	-1	2.0	-11	-0.1	·	-5	-11	0.9
Cn1ccsc1=NC(=O)c1ccc([N+](=O)[O-])o1	99*	0	-2	100*	2	99*	1	12	2	-1.5
COc1ccc(CCNC(=O)CCNC(=O)c2ccco2)cc1	1.9	-1	0	2.1	-7	6.5	0	-8	-13	0.3
Cc1cc(NC(=O)CSc2nnc(Nc3ccccc3C)s2)no1	-3.7	4	2	-0.5	-44	-1.5	-5	6	-9	-0.5
Cc1ccccc1C(=O)NCC(=O)c1ccccc1	0.2	·	·	1.0	·	1.1	3	·	·	·
CCCCC[C@H]1CN(CCCC)C(=O)[C@@H]1CC(=O)NCc1ccc(OC)cc1	-0.7	8	1	0.0	-11	0.7	-3	6	-7	0.6
CC(=O)NC(CC(=O)N(C)Cc1cccc(Cl)c1Cl)c1ccccc1 (stereo unspecified)	3.2	1	-11	1.8	11	0.9	-2	-8	-23	-0.2
CCCC(=O)Nc1nc2ccc(S(N)(=O)=O)cc2s1	0.5	-17	0	2.1	-6	1.6	-2	13	-14	-0.8
CCN1CCN(C(=O)c2ccc(OC3CCN(CCc4ccccc4)CC3)cc2)[C@@H](C)C1=O	-1.1	-5	0	2.4	7	2.9	-2	0	-2	-2.1
CC(=O)N(C(C)=O)S(=O)(=O)c1ccc(N=NN2CCCCC2)cc1	-1.3	-12	1	4.3	-16	-0.3	-2	4	0	-1.9
Cc1cc(C)c(NC(=O)CN2C(=O)CC(C)S(=O)(=O)c3ccccc32)c(C)c1 (stereo unspecified)	-1.4	-11	-2	1.4	1	0.9	0	4	-4	0.3
O=C(Nc1ccccc1O)c1ccc2c(c1)C(=O)N(c1ccccc1)C2=O	·	-8	0	-2.4	5	·	-1	-2	-1	-1.4
CC(=O)N(Cc1cccnc1)Cc1cc2ccccc2[nH]c1=O	-1.6	7	-2	2.6	-3	1.9	·	-2	-8	-0.1
CCOC(=O)C1CCCN(C(=O)c2cc3nc(-c4cccc(OC)c4)cc(C(F)(F)F)n3n2)C1 (stereo unspecified)	-1.1	4	-20	1.6	-12	-0.3	5	12	-8	-2.9
Cc1nn(-c2ccccc2)nc1-c1nnc(-c2ccc(C(F)(F)F)cc2)o1	1.0	-1	2	1.3	4	-0.9	5	-1	-14	-0.2
Cc1c(OCC(=O)NC(Cc2c[nH]c3ccc(O)cc23)C(=O)O)ccc2c3c(c(=O)oc12)CCC3 (stereo unspecified)	0.2	3	-2	2.0	5	2.2	-2	-8	-6	0.6
NS(=O)(=O)c1ccc(NC=C2C(=O)OC3(CCCCC3)OC2=O)cc1	2.9	6	1	2.9	24	5.2	·	0	14	0.6
CCOC(=O)C(CSCc1ccccc1)NC(=O)OC(C)(C)C (stereo unspecified)	-0.3	5	-8	1.4	-13	0.8	·	1	-12	0.3
O=C(O)c1ccc(COc2c(F)c(F)cc(F)c2F)cc1	2.4	1	0	2.6	13	1.0	5	-3	-3	-1.4
C=CCN(c1nc(C)c(Br)c(OC)n1)S(=O)(=O)c1ccc(C)cc1	0.5	3	-9	-1.6	-39	2.3	0	19	-6	-0.3
O=C1C=C(NS(=O)(=O)c2ccccc2)C(=O)c2ccccc21	·	-1	10	3.5	4	·	-2	-2	-4	1.5
COCCNc1cc(C)nc2c3c(C)cc(C)nc3nn12	1.3	4	1	2.0	·	-0.5	1	6	-29	0.4
CCN1CCN(C(=O)c2ccc(CNS(=O)(=O)c3cccc(OC)c3)cc2)CC1	·	0	0	-0.6	-8	·	-2	0	-2	-1.8
COc1ccc(N2C(=O)CC(Sc3ncccc3C(=O)O)C2=O)cc1 (stereo unspecified)	1.9	-1	1	0.4	8	0.6	·	-3	1	-2.1
O=C(c1cccn2c(=O)c3ccccc3nc12)N1CCN(Cc2ccc3c(c2)OCO3)CC1	-2.6	-128	1	0.9	·	-1.7	·	6	-11	-2.8
O=[N+]([O-])c1cccc(/C=N/Nc2ncc(Br)cn2)c1	-2.6	-3	-2	0.5	32	1.5	19	4	-5	-1.1
CCn1c(SCC(=O)c2ccc(Cl)cc2)nnc1C(C)C	0.1	-4	1	2.2	-17	1.0	36*	26	-3	·
C=C1C(=O)O[C@H]2C[C@]3(C)C([C@@H](OC(=O)/C(C)=C/C)[C@H]12)[C@](C)(O)CC[C@H]3O (stereo partly specified)	1.0	5	-1	1.8	6	-1.7	0	-4	6	0.1
CC(C)(C)c1ccc(C(=O)N2CCN(CCNC(=O)C(=O)Nc3ccc(F)cc3)CC2)cc1	-1.8	-5	1	-2.8	-40	2.8	-2	2	-6	0.8
CC(OC(=O)C1CC1C)C(=O)Nc1ccc(Cl)cn1 (stereo unspecified)	·	9	2	1.3	·	·	2	0	9	-2.0
Cc1ccc(S(=O)(=O)N(C)c2ccc(OC(=O)COc3ccccc3)cc2)cc1	1.7	7	-6	0.0	2	2.7	-1	-2	7	-1.1
O=C(CSc1nc2ccccc2c(=O)n1-c1ccccc1F)N1CCOCC1	-0.4	-7	2	1.6	-8	-2.4	-1	10	6	0.6
COc1ccc(-c2cc(-c3nnc(COC(=O)CC4CC5CCC4C5)o3)c3ccccc3n2)cc1OC (stereo unspecified)	-1.4	0	-6	1.8	-7	2.0	-8	7	1	-1.6
C=CC(=O)Nc1ccc(CN2C(=O)N(c3c(Cl)c(OC)cc(OC)c3Cl)Cc3cnc(NCCCCN(CC)CC)nc32)cc1	-2.6	22	4	·	-11	-1.6	·	-3	0	-2.1
CC(=O)OC1C(N2CCCCC2)c2c(ccc(/C=C/C(=O)N3CCCCC3)c2O)OC1(C)C (stereo unspecified)	1.3	12	-1	0.8	4	2.0	-2	-6	0	0.5
O=C(C1CC(=O)N(c2ccccc2F)C1)N1CCOCC1 (stereo unspecified)	1.9	6	0	0.9	43	1.3	-1	-1	-8	-1.3
O=C(CN1C(=O)NC2(CCOc3ccccc32)C1=O)c1cccs1 (stereo unspecified)	0.1	-1	5	3.9	20	0.2	-1	2	-7	-4.1
CC(=O)Nc1ccc(NS(=O)(=O)c2ccc(C)cc2)c([N+](=O)[O-])c1	-1.5	2	3	1.9	-6	-2.3	0	5	14	-1.2
NC(=O)CC(NC(=O)c1ccc(Br)cc1)c1ccc(N2CCC(Br)CC2)c([N+](=O)[O-])c1 (stereo unspecified)	4.4	-2	11	-0.2	16	1.7	-7	5	4	0.8
O=C(COC(=O)C12CC3CC(CC(C3)C1)C2)NC12CC3CC(CC(C3)C1)C2	-0.1	5	-18	0.9	2	2.2	·	23	-3	-2.1
CCCCCn1c(=O)c(C(=O)c2ccccc2)nc2ccccc21	-0.5	-13	-5	-0.1	·	1.5	0	-3	-6	-0.5
O=C(COC(=O)CCCCCN=C1NS(=O)(=O)c2ccccc21)Nc1ccc(Cl)c(Cl)c1	-0.9	-5	2	0.8	12	3.8	-3	3	-10	-2.0
CC(=O)NC(CCS(C)(=O)=O)C(=O)Nc1cccc(C)c1C (stereo unspecified)	2.3	-6	1	2.9	-7	1.5	0	1	-15	0.3
Cc1cc(C)c(C(=O)COC(=O)C2CCN(c3ccc(C(F)(F)F)cn3)CC2)cc1C	0.1	-6	-19	4.2	-3	2.1	0	5	-11	-0.2
C/C(CC(=O)Nc1c(Cl)cccc1C(F)(F)F)=N\NC(=O)c1cnccn1	-2.0	8	3	-0.5	8	4.7	0	-10	-9	-2.2
Continued.
SMILES	Ecoli viability	Rtt109 HAT inh	DAGLB inh	phage Ecoli inh	PfHsp90 set2	AddAB inh	Wnt act	Tat export inh	PvdQ inh	CAL PDZ FP
COc1cc(OC)cc(C2=NC3(CCC(C)CC3)NC2=S)c1 (stereo unspecified)	0.2	5	-2	3.9	-13	0.9	-4	-2	-14	-1.6
CCOC(=O)COc1c(Cl)cc(C2NC(=S)NC(c3ccccc3)=C2C(C)=O)cc1OC (stereo unspecified)	-1.0	5	-1	4.4	-10	0.9	-2	1	-6	-0.5
COc1ccc(C(=O)Nn2cnnc2)cc1OC	2.8	19	-3	2.5	11	4.1	1	-8	12	-0.3
Cc1ccc(NC(=O)c2[nH]cnc2C(=O)NN)cc1	1.4	3	-4	2.4	-9	3.1	14	-3	-10	-1.8
CCCC(=O)Nc1c(C)nn(C(=O)CCC)c1C	-1.1	0	1	1.5	7	0.5	·	2	-10	0.3
O=c1c2ccccc2nc(SCc2nc(-c3ccccc3)no2)n1-c1ccc(F)cc1	0.9	-9	-13	·	-14	1.8	·	3	-16	0.0
Cc1cc(C)n(-c2ccc(C(=O)OCC(=O)N(CC(C)C)C3CCS(=O)(=O)C3)cc2)n1 (stereo unspecified)	-1.8	-6	2	2.1	·	1.3	-4	-3	-11	·
O=C(Nc1ccccn1)c1ccc(Cl)c(S(=O)(=O)N2CCCCCC2)c1	-0.4	3	-1	0.5	12	3.0	-3	-3	-11	-2.0
CCOc1ccc(C(=O)NCC(=O)OCC(=O)N2CCC(C)CC2)cc1	-0.5	-6	1	0.8	4	0.2	·	-4	5	·

High-throughput results: PubChem BioAssay, several laboratories

An unsorted share of the library, and some 1.9% of all compounds hit somewhere here.
